# Growth percent in the NCI-60 one-dose screen (48 h, 10 µM unless noted): 100 = growth as untreated, 0 = no growth, -100 = all killed.
# 786-0: 786-0 renal cancer cells. AID 1794775. 81,000 compounds, 5.1% hits
# RXF 393: RXF 393 renal cancer cells; AID 1794773; 77,000 compounds, 6.9% hits
# ACHN: ACHN renal cancer. AID 1794771. 81,000 compounds, 4.9% hits
# A498: A498 renal cancer cells; 76,000 compounds, 5.4% hits; AID 1794774
# TK-10: TK-10 renal cancer cells; 81,000 compounds, 3.9% hits; AID 1794769
# UO-31: UO-31 renal cancer; 81,000 compounds, 5.2% hits; AID 1794768
# SN12C: SN12C renal cancer cells. 81,000 compounds, 3.8% hits
# CAKI-1: CAKI-1 renal cancer; 75,000 compounds, 4.7% hits; AID 1794772
# DU-145: DU-145 prostate cancer; AID 1794760; 81,000 compounds, 4.2% hits
# * hit, by the source's call; nt = not tested or not shown; & = joins results of further samples. Rule for the calls: active = growth percent below 10; inactive = the rest. These rows are one share of the data; the hit share may differ from the screen's.
SMILES,786-0,RXF 393,ACHN,A498,TK-10,UO-31,SN12C,CAKI-1,DU-145
CNC(C)Cc1ccccc1 (configuration not stated) (tested in a mixture with another compound),102,105,96,93,93,83,104,102,108
COc1ccc(N)cc1OC,102,125,100,100,120,91,89,99,nt
COc1ccc2c(c1)c(-c1nc(-c3cn(C)c4ncccc34)cs1)cn2CCN1CCOCC1,44,57,32,76,49,3.0*,34,nt,36
Nc1ccncc1,103,124&103,113,107&109,102&104,95&87,96&108,103&99,120&120
C[C@]12CCc3nc(Nc4cccc(C(=O)O)c4)sc3C1=CC[C@@H]1[C@@H]2CC[C@]2(C)C(=O)CC[C@@H]12,106,nt,100,112,109,101,98,100,110
Cc1cc(N)ccc1S(=O)(=O)F,104,124,101,117,94,81,101,110,107
O=[N+]([O-])c1ccccc1N1CCNCC1,94,121,105,98,96,85,97,94,108
Cc1cc(NC(=O)NCc2ccc(N3C(N)=NC(N)=NC3(C)C)cc2)ccc1S(=O)(=O)F,26,nt,89,78,46,80,34,nt,43
CCOP(=O)(OCC)C(O)c1ccccc1 (configuration not stated),110,118,101,101,128,101,103,100,111
COC1=CC(=O)O[C@@H](/C=C/c2ccccc2)C1,115,nt,103,102,99,86,118,106,146
CN1C(=O)N[C@H]2[C@@H]3NC(=O)c4ccc(Br)n4[C@@H]3C[C@]21O,-19*,-27*,-25*,-48*,-17*,9.1*,-14*,6.7*,-8.5*
CC1CN1P(=O)(N1CC2CCC(CC2)C1)N1CC1C (configuration not stated),96,129,110,91,95,97,100,99,110
O=S(=O)(c1ccc(Cl)cc1)c1ccc(Cl)cc1,103&102,108&105,109&109,94&100,93&97,88&86,92&103,84&95,106&101
OC(c1c(Cl)cccc1Cl)C1CCCCN1 (configuration not stated),100,103,106,104,102,84,105,93,110
C[N+]12C(=O)CC3OCC=C4C[N+]5(C)CCC6(c7ccccc71)C2C3C4CC65O (configuration not stated),101,110,106,105,95,82,101,nt,109
CCC(C)(O)C#N (configuration not stated),106,121,100,109,107,99,105,82,107
CC(=O)O[C@H]1C(=O)[C@@]2(C)[C@H]([C@H](OC(=O)c3ccccc3)[C@]3(O)C[C@H](OC(=O)[C@H](OC(=O)OC[C@H]4COC(C)(C)O4)[C@@H](NC(=O)c4ccccc4)c4ccccc4)C(C)=C1C3(C)C)[C@]1(OC(C)=O)CO[C@@H]1C[C@@H]2O,20,-7.1*,34,21,26,34,22,21,5.2*
Cc1cc(NC(=O)Oc2ccccc2)ccc1S(=O)(=O)F,101,116,100,86,104,89,98,nt,118
CC(C)CCC[C@@H](C)C1CCC2C3CCC4=C/C(=N/OC(=O)c5ccc(N(CCCl)CCCl)cc5)CC[C@]4(C)C3CC[C@@]21C (some centres not stated),96,104,106,104,106,91,108,93,107
COc1cc(C(=O)N2CC[C@@H](O)[C@@H](N)C2)cc2nc(-c3cc4ccccc4n3CC3CC3)n(C)c12,80,72,102,nt,89,70,86,75,101
CC(C)CCC1(CCO)C(=O)NC(=S)NC1=O,110,120,103,94,114,84,100,102,107
CC[C@H](C)[C@H](NC(=O)[C@H]1CCCCN1C)C(=O)N(C)[C@H](CCc1nc(C(=O)N[C@@H](Cc2ccccc2)C[C@H](C)C(=O)O)cs1)C(C)C,32,32,47,-7.5*,49,49,47,51,9.6*
COC(=O)[C@@H](C)C[C@H](Cc1ccccc1)NC(=O)c1csc(CC[C@H](C(C)C)N(C)C(=O)[C@@H](NC(=O)[C@H]2CCCCN2C)C(C)C)n1,11,nt,45,0.7*,61,49,36,nt,11
c1ccc(OP2OCCO2)cc1,105,103,95,115,118,94,103,85,117
[N-]=[N+]=NC(=O)c1cc(=O)[nH]c(=O)[nH]1,100,102,101,96,96,92,101,nt,103
CC1CN1P(=O)(c1ccccc1)N1CC1C (configuration not stated),103,nt,102,97,nt,106,101,103,124
Cc1ccc2nc(Sc3cnc(N)s3)n(-c3ccccc3)c(=O)c2c1,112,103,110,104,122,79,103,79,119
Cc1ccc(NC(=O)Oc2ccccc2)cc1S(=O)(=O)F,92,102,109,103,97,84,102,nt,106
O=[N+]([O-])c1cc(Cl)ccc1Cl,98&97,115,108&93,106&90,106,88&96,110&109,106&98,113&112
CCCCCCCCCCOc1ccc(C(=O)Oc2ccc(CS[P@@](=O)(OC[C@H]3O[C@@H](n4cnc5c(N)ncnc54)CC3O)OC3[C@@H](CO)O[C@@H](n4ccc(=O)[nH]c4=O)[C@H]3OC)cc2)cc1 (some centres not stated),92,121,nt,121,93,83,84,nt,98

# 5 of the compounds above, as tab-separated lines:
molecule	786-0	RXF 393	ACHN	A498	TK-10	UO-31	SN12C	CAKI-1	DU-145
COC(=O)[C@@H](C)C[C@H](Cc1ccccc1)NC(=O)c1csc(CC[C@H](C(C)C)N(C)C(=O)[C@@H](NC(=O)[C@H]2CCCCN2C)C(C)C)n1	11	nt	45	0.7*	61	49	36	nt	11
[N-]=[N+]=NC(=O)c1cc(=O)[nH]c(=O)[nH]1	100	102	101	96	96	92	101	nt	103
O=[N+]([O-])c1cc(Cl)ccc1Cl	98&97	115	108&93	106&90	106	88&96	110&109	106&98	113&112
CC1CN1P(=O)(c1ccccc1)N1CC1C (configuration not stated)	103	nt	102	97	nt	106	101	103	124
c1ccc(OP2OCCO2)cc1	105	103	95	115	118	94	103	85	117

# Whole records, quoted from the list.
# Entry for `[N-]=[N+]=NC(=O)c1cc(=O)[nH]c(=O)[nH]1` → 786-0 = 100; RXF 393 = 102; ACHN = 101; A498 = 96; TK-10 = 96; UO-31 = 92; SN12C = 101; CAKI-1 = nt; DU-145 = 103
# Entry for `O=[N+]([O-])c1cc(Cl)ccc1Cl` → 786-0 = 98&97; RXF 393 = 115; ACHN = 108&93; A498 = 106&90; TK-10 = 106; UO-31 = 88&96; SN12C = 110&109; CAKI-1 = 106&98; DU-145 = 113&112
# Entry for `Cc1ccc2nc(Sc3cnc(N)s3)n(-c3ccccc3)c(=O)c2c1` → 786-0 = 112; RXF 393 = 103; ACHN = 110; A498 = 104; TK-10 = 122; UO-31 = 79; SN12C = 103; CAKI-1 = 79; DU-145 = 119

# New compounds follow:
SMILES,786-0,RXF 393,ACHN,A498,TK-10,UO-31,SN12C,CAKI-1,DU-145
CC(=O)C(c1ccccc1)c1ccccc1,95,103,101,114,95,90,98,76,105
Nc1ncnc2[se]c3c(c12)CCCCC3,109,99,90,109,160,79,137,85,104
CNC(=O)O/N=C(\SC)C(=O)N(C)C,105,105,101,96,103,93,104,107,117
Cn1cc(-c2csc(-c3cn(CCN4CCOCC4)c4ccc(Br)cc34)n2)c2cccnc21,72,85,72,85,109,54,82,nt,93
COC(=O)C[C@H](NC(=O)C(=O)c1cn(Cc2cn(Cc3ccccc3)nn2)c2ccccc12)C(=O)OC,97,112,97,104,111,83,105,nt,109
OCc1cnc[nH]1,100,113,110,109,109,95,96,105,129
CCOC(=O)c1cnc(SCc2ccc(Cl)c(Cl)c2)nc1N1CC1C (configuration not stated),96,111,81,87,96,45,87,48,100
C1CN(P(N2CCOCC2)N2CCOCC2)CCO1,103,119,100,101,121,75,105,nt,108
C/C=C(\CC)C(=O)NC(N)=O,104&110,119&148,107&120,76&104,112&122,88&93,108&107,103&107,107&109
CCCn1cc(C(=O)C2C(C)(C)C2(C)C)c2ccccc21,94,113,117,114,129,99,101,nt,90

# Some entries already given, limited to SN12C and UO-31.
Compound	SN12C	UO-31
CCOC(=O)c1cnc(SCc2ccc(Cl)c(Cl)c2)nc1N1CC1C (configuration not stated)	87	45
C1CN(P(N2CCOCC2)N2CCOCC2)CCO1	105	75

# Remaining list, next part:
SMILES,786-0,RXF 393,ACHN,A498,TK-10,UO-31,SN12C,CAKI-1,DU-145
COc1cc(CNCCc2ccc(Cl)cc2)cc(OC)c1O,78,66,76,66,80,61,76,58,91
CC(C)CC(NC(=O)CF)C(=O)O (configuration not stated),94,110,99,92,86,85,99,95,102
CN(CCCOCC(=O)NCCCC(O)(P(=O)(O)O)P(=O)(O)O)C(=O)Oc1ccc2c(c1)OCC(c1ccc(F)cc1)C2=O (configuration not stated),99,115,103,102,106,89,98,91,111
COc1ccc(Nc2nc(-c3ccc(OC)cc3)c[se]2)cc1,82,nt,104,77,90,90,98,88,107
NC(N)=NCCCCNC(=O)Oc1c(Br)cc(O)c(CC(=O)O)c1Br,104,110,101,105,92,102,107,106,106
CC1=C(C)C(=O)C(C)=C(C)C1=O,nt,114,104,112,104,nt,100,109,113
C[C@]12C/C(=C/N3CCCCC3)CC[C@@H]1CC[C@@H]1[C@@H]2CC[C@@]2(C)[C@H]1CC[C@]2(C)O,97,113,107,119,92,91,101,nt,109
Cc1c(Cl)ccc(C(O)CN(C)Cc2ccccc2)c1Cl (configuration not stated),86,100,96,71,74,73,73,89,98
CC(=O)OC(C(=O)O)(c1ccccc1)c1ccccc1,101,nt,106,nt,89,94,98,97,114
Cc1ccc(O)c(C)c1,112,113,98,82,108,88,95,111,105
COc1cc(/C=N/Nc2nncn2N)ccc1N(CCCl)CCCl,105,106,101,100,113,74,99,97,106
CCCCCCCCCCCCCCCCOc1ccc(-c2cc(Cl)c3cc(S(=O)(=O)F)ccc3n2)cc1S(=O)(=O)F,106,100,96,113,114,90,102,106,117
c1ccc(CSC(c2ccccc2)c2ccccc2)cc1,91,119,103,123,123,92,101,97,121
O=C(O)CNC(=O)Cc1ccc(N(CCCl)CCCl)cc1,108,103,106,111,112,90,103,92,120
CC1C(c2ccccc2)OCCN1C (configuration not stated),101,108,101,107,116,87,103,88,101
CN1CCN(c2ccc([N+](=O)[O-])c3no[n+]([O-])c23)CC1,-79*,-93*,-84*,-35*,-95*,-48*,-64*,-75*,-27*
COC(=O)c1ccccc1C(=O)OC,111,89,105,103,122,92,102,105,118
O=C(O)C1(c2ccccc2)OC1c1ccccc1 (configuration not stated),107,101,104,73,106,86,101,104,nt
CC(C)(C)C1COC(=O)C1 (configuration not stated),100,96,105,90,116,90,101,85,117
Cc1c(OCC(=O)N/N=C/c2ccc(N(CCCl)CCCl)cc2)ccc2c(=O)c3ccccc3oc12,92,102,96,nt,125,nt,82,86,52

# Two entries picked at random from those above, as already listed:
SMILES,786-0,RXF 393,ACHN,A498,TK-10,UO-31,SN12C,CAKI-1,DU-145
COc1cc(/C=N/Nc2nncn2N)ccc1N(CCCl)CCCl,105,106,101,100,113,74,99,97,106
O=C(O)C1(c2ccccc2)OC1c1ccccc1 (configuration not stated),107,101,104,73,106,86,101,104,nt

# More entries follow.
SMILES,786-0,RXF 393,ACHN,A498,TK-10,UO-31,SN12C,CAKI-1,DU-145
CCCCCCCCOC(=O)CCN1CC1,107,107,103,84,127,93,106,98,98
NC(N)=N/N=C/C=N/N=C(N)N,91,nt,108,93,121,87,107,125,117
CCCCCN(CCCCC)CC(O)c1ccc(I)cc1 (configuration not stated),88,94,99,86,94,67,84,87,100
O=C1OC(c2cccnc2)=N/C1=C\c1ccc(Cl)cc1,102,101,102,54,107,nt,nt,95,99
ClCCN(Cc1ccccc1)Cc1ccccc1,nt,111,117,97,112,93,104,102,95
Fc1ccc2c(c1)c(-c1nc(-c3c[nH]c4ncccc34)cs1)cn2CCN1CCOCC1,72,62,48,74,64,26,66,nt,77
CCC1(CCSC#N)C(=O)NC(=O)NC1=O,94,117,106,91,87,87,104,99,106
CCC12COC(OC1)OC2,98,107,99,95,95,90,100,101,110
CC(=O)O[C@H]1C(=O)[C@@]2(C)[C@H]([C@H](OC(=O)c3ccccc3)[C@]3(O)C[C@H](OC(=O)[C@H](OC(=O)OCC4COC(C)(C)O4)[C@@H](NC(=O)c4ccccc4)c4ccccc4)C(C)=C1C3(C)C)[C@]1(OC(C)=O)CO[C@@H]1C[C@@H]2O (some centres not stated),54,33,66,47,80,71,52,38,23
Fc1ccc(N2COOC3(CCCCCC3)OOC2)cc1,103,115,103,87,94,87,103,101,103
CCCCC(CCN)(c1cccs1)c1cccs1,102,97,104,87,93,75,98,nt,113
CC(C)C1c2ccc(O)cc2Oc2nc(N)c(C#N)c(N)c21 (configuration not stated),96,nt,92,88,nt,89,103,93,115
CN(C)Cc1c[nH]c2ccccc12,108,103,98,nt,104,62,101,84,111
CC1(C)N=C(N)N=C(N)N1c1ccc(C(=O)Nc2ccc(S(=O)(=O)F)cc2)cc1,91,101,98,91,100,82,99,92,116
ClC(Cl)=C(c1ccc(Cl)cc1)c1ccccc1Cl,107,106,99,85,95,71,98,nt,111
